inhibitors of VEEV = inhibitors of VEEV TC-83 cytopathic effect, confirmation, Vero cells (AID 588727); Vero cells, VEEV TC-83 cytopathic effect inhibition; higher % means a stronger effect; inhibition, % at 20 µM, or IC50 in µM where a hit was titrated; 350,000 tested, 0.13% active; in the data active means a potency from the dose series; inconclusive means inhibition mostly from about 14% at the one dose, without a potency; inactive means the rest, 99 in 100 with inhibition below about 12%; further: strong numbers were not always called active
Salmonella PhoP GFP = Inhibition of PhoP regulon, Salmonella typhi GFP reporter cells, confirmation, 4 h (AID 1850). Salmonella Typhi PhoP-promoter GFP reporter, fluorescence, 4 h; higher % means a stronger effect. inhibition, % at 50 µM; hits with a dose series show IC50 in µM. 310,000 tested, 0.33% active; in the data active means a potency from the dose series; inconclusive means inhibition mostly from about 25% at the one dose, without a potency; inactive means the rest, 99 in 100 with inhibition below about 19%;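 further: 0% = induced wells with vehicle and 100% = uninduced wells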
influenza NS1A = H1N1 influenza NS1A inhibitors, functional cell based assay (AID 504329) | NS1A functional cell-based assay, percent inhibition; higher % means a stronger effect | one-dose inhibition, % at 12.5 µM; IC50 in µM for titrated hits | 340,000 tested, 0.3% active; in the data active means a potency from the dose series; inconclusive means inhibition above about 27% without an active follow-up result; further: strong numbers were not always called active
tuberculosis growth = growth inhibition of non-replicating M. tuberculosis (AID 488890). Mycobacterium tuberculosis non-replicating, growth inhibition; higher % means a stronger effect. inhibition, % at 25 µM; hits with a dose series show IC50 in µM. 320,000 tested, 0.39% active; in the data active means a potency from the dose series; inconclusive means inhibition mostly from about 82% at the one dose, without a potency; inactive means the rest, 99 in 100 with inhibition below about 76%;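 further: plate controls were DMSO cells for no effect and high antibiotic wells for full effect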
M. tuberculosis HTS = M. tuberculosis growth inhibition, HTS (AID 449762) | M. tuberculosis H37Rv growth inhibition, 7H9 media; higher % means a stronger effect | one-dose inhibition, % at 25 µM; IC50 in µM for titrated hits | 330,000 tested, 0.59% active; in the data active means a potency from the dose series; inconclusive means inhibition above about 70% without an active follow-up result;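 further: bacterial growth assessed after seven days of incubation; strong numbers were not always called active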
inhibitors of VEEV 10K pilot screen = recorded beside inhibitors of VEEV, whose call it bears; inhibition, %; measured here: 10K pilot screen inhibition
Active calls of the source: *; i = inactive; ? = inconclusive; . = no result given.

SMILES	inhibitors of VEEV	Salmonella PhoP GFP	influenza NS1A	tuberculosis growth	M. tuberculosis HTS	others
Cc1cc2oc(=O)cc(CN3CCCc4ccccc43)c2cc1C	3.2%	-2%	8%	25%	-3%
COCc1cc(C)nc(Nc2ccccc2OC)c1C#N	i	-7%	-3%	-17%	-1%
Cc1nc2ccccc2c(=O)n1CCc1ccc(O)cc1	0.5%	0%	-9%	3%	-1%
COC(=O)c1ccc(CSc2nnc(-c3ccncc3)o2)cc1	0.7%	-3%	-10%	?	17%
COc1cccc(/C=N/NC(=O)c2cc(-c3ccccn3)nc3ccccc23)c1O	11%	.	-6%	-10%	12%
COc1ccc(CCNc2oc(-c3ccc(OC)c(OC)c3)nc2P(=O)(OC)OC)cc1OC	2.0%	-11%	-4%	-24%	-6%
O=C(C1CCC1)N1CCc2cc(S(=O)(=O)N3CCCCC3)ccc21	1.0%	-1%	0%	6%	-8%
CN(Cc1cnn(C)c1)C(=O)CC1C(=O)NCCN1Cc1cccc(Oc2ccccc2)c1 (centres undefined)	0.4%	3%	10%	6%	3%
Cn1cnnc1SC1c2cccc3cccc(c23)C1NS(=O)(=O)c1ccccc1 (centres undefined)	1.0%	-6%	7%	6%	-9%
O=C(N/N=C/c1ccc(N2CCOCC2)s1)c1ccccc1Br	1.6%	-1%	-12%	-30%	-6%
CN(Cc1ccccc1)C(=O)CN1CCN(C(c2ccccc2)c2ccccc2)CC1	3.3%	6%	10%	41%	22%
COc1ccccc1NC(=O)Cn1cnc2sc(C(=O)Nc3cc(OC)c(OC)c(OC)c3)c(C)c2c1=O	12%	-5%	1%	.	2%
CCCCCCC(=O)NNC(=O)c1c(O)c2ccccc2n(CCC)c1=O	i	-1%	7%	0%	2%
O=C(C(Cl)Cl)N1c2ccccc2OCC1c1ccccc1 (centres undefined)	i	3%	14%	20%	-11%
CCCn1nnc(NC(=S)NC(=O)c2ccccc2OC)n1	4.9%	.	-15%	36%	10%
CCC(NC(=O)c1ccncc1)c1ccccc1 (centres undefined)	i	1%	5%	33%	12%
Cn1c(=O)c(Sc2ccc(Cl)cc2)c(O)c2ccccc21	1.9%	-9%	-5%	32%	-1%
O=C(CN(c1ccc(F)cc1)S(=O)(=O)c1ccc2c(c1)OCCO2)NCc1cccnc1	1.4%	-4%	-23%	-8%	-2%
COc1ccc(CNC(=O)c2cnc(C)cn2)cc1	i	2%	-17%	55%	4%
CC1CCCN(S(=O)(=O)c2cccc(C(=O)NCC3CCCO3)c2)C1 (centres undefined)	1.7%	.	-7%	13%	8%
Cc1ccc2oc(C(=O)N3CCC(O)(c4ccccc4)CC3)c(C)c2c1	1.4%	-3%	1%	39%	-5%
O=C(C1=C[C@H](c2coc3ccccc3c2=O)C[C@H](OCCCCO)O1)N1CCOCC1	i	-11%	1%	-1%	-1%
O=C1NCCN1CCNS(=O)(=O)c1ccccc1[N+](=O)[O-]	i	7%	7%	-1%	-17%
COc1ccc2cc3cc(C(=O)NCc4ccc5c(c4)OCO5)oc3nc2c1	7.4%	-3%	8%	-5%	-7%
O=C(Nc1ccccc1Cl)ON=C1c2ccccc2-c2ccccc21	1.4%	-32%	-9%	37%	?
The results go on.
SMILES	inhibitors of VEEV	Salmonella PhoP GFP	influenza NS1A	tuberculosis growth	M. tuberculosis HTS	others
N#CC1=C(N)Oc2n[nH]c(-c3ccc(F)cc3)c2C1c1ccncc1 (centres undefined)	2.0%	-2%	5%	-3%	-5%
CCCCOc1ccc(/C=N/NC(=O)c2nnn(-c3nonc3N)c2CN2CCCCCC2)cc1	1.2%	0%	10%	0%	-5%
C=C(C)c1cccc(C(C)(C)NC(=O)NCc2ccncc2)c1	i	-3%	10%	2%	1%
CC(C)(C)C1CCc2c(sc(NC(=O)CSc3nnc(-c4ccccc4)o3)c2C#N)C1 (centres undefined)	1.5%	1%	27%	8%	2%
COc1cc(/C=C(\C#N)C(=O)NC(C)C)cc(Cl)c1O	i	5%	0%	19%	3%
CCC1C(c2ccccc2)NC(c2ccccc2)CC1(O)c1ccc(F)cc1 (centres undefined)	1.6%	2%	-22%	62%	29%
CCC(=NCC1CCCO1)c1c(O)n(-c2ccccc2)c(=O)[nH]c1=O (centres undefined)	0.5%	-3%	-1%	-13%	1%
CCOc1ccccc1NC(=O)CN(Cc1ccccc1)S(C)(=O)=O	5.9%	0%	-3%	-1%	-5%
Cc1ccc(NC(=O)CNC(=O)c2cccs2)c(O)c1	1.5%	17%	0%	-3%	-3%
CC(C)(C)C(=O)N1CCC[C@H]1C(O)(c1ccccc1)c1ccccc1	i	2%	27%	3%	8%
CCOc1cccc(OCCOCCOc2ccccc2C(C)=O)c1	0.5%	9%	-6%	2%	4%
C[C@@H](C(=O)NCC1CC1)[C@@H]1C[C@@]1(C)[C@@H](NC(=O)OCc1ccccc1)c1ccccc1	0.4%	-5%	3%	22%	-1%	inhibitors of VEEV 10K pilot screen=1.3
O=C(O)CN1C(=O)CC(Cc2ccc(Cl)cc2)C1=O (centres undefined)	0.1%	-8%	-2%	-14%	-20%
Cc1cccc(NC(=O)CSc2nnc(-c3ccco3)c(-c3ccco3)n2)c1C	0.3%	6%	20%	46%	0%
O=C(O)C1=C[C@@H](c2ccc(C(F)(F)F)cc2)C[C@@H](OCc2ccc(CO)cc2)O1	0.3%	-2%	-21%	4%	5%
Cc1ccc(S(=O)(=O)N(C)C)cc1NC(=O)c1ccc(OC(F)(F)F)cc1	i	-9%	-2%	-6%	-7%
Cn1nc(C(=O)N2CCN(S(=O)(=O)c3ccc(Cl)cc3)CC2)c2ccccc2c1=O	4.1%	.	-2%	.	.
CC(C)(C)c1cc(NC(=O)CSc2nncs2)n(-c2ccccc2)n1	0.5%	-10%	1%	-19%	-3%

In the list so far, these contain a halogen.
SMILES	inhibitors of VEEV	Salmonella PhoP GFP	influenza NS1A	tuberculosis growth	M. tuberculosis HTS	others
O=C(N/N=C/c1ccc(N2CCOCC2)s1)c1ccccc1Br	1.6%	-1%	-12%	-30%	-6%
O=C(C(Cl)Cl)N1c2ccccc2OCC1c1ccccc1 (centres undefined)	i	3%	14%	20%	-11%
Cn1c(=O)c(Sc2ccc(Cl)cc2)c(O)c2ccccc21	1.9%	-9%	-5%	32%	-1%
O=C(CN(c1ccc(F)cc1)S(=O)(=O)c1ccc2c(c1)OCCO2)NCc1cccnc1	1.4%	-4%	-23%	-8%	-2%
O=C(Nc1ccccc1Cl)ON=C1c2ccccc2-c2ccccc21	1.4%	-32%	-9%	37%	?
N#CC1=C(N)Oc2n[nH]c(-c3ccc(F)cc3)c2C1c1ccncc1 (centres undefined)	2.0%	-2%	5%	-3%	-5%
COc1cc(/C=C(\C#N)C(=O)NC(C)C)cc(Cl)c1O	i	5%	0%	19%	3%
CCC1C(c2ccccc2)NC(c2ccccc2)CC1(O)c1ccc(F)cc1 (centres undefined)	1.6%	2%	-22%	62%	29%
O=C(O)CN1C(=O)CC(Cc2ccc(Cl)cc2)C1=O (centres undefined)	0.1%	-8%	-2%	-14%	-20%
O=C(O)C1=C[C@@H](c2ccc(C(F)(F)F)cc2)C[C@@H](OCc2ccc(CO)cc2)O1	0.3%	-2%	-21%	4%	5%
Cc1ccc(S(=O)(=O)N(C)C)cc1NC(=O)c1ccc(OC(F)(F)F)cc1	i	-9%	-2%	-6%	-7%
Cn1nc(C(=O)N2CCN(S(=O)(=O)c3ccc(Cl)cc3)CC2)c2ccccc2c1=O	4.1%	.	-2%	.	.

3 structures from above, sorted by heavy-atom count, low to high.
SMILES	inhibitors of VEEV	Salmonella PhoP GFP	influenza NS1A	tuberculosis growth	M. tuberculosis HTS	others
O=C(O)CN1C(=O)CC(Cc2ccc(Cl)cc2)C1=O (centres undefined)	0.1%	-8%	-2%	-14%	-20%
N#CC1=C(N)Oc2n[nH]c(-c3ccc(F)cc3)c2C1c1ccncc1 (centres undefined)	2.0%	-2%	5%	-3%	-5%
CCC1C(c2ccccc2)NC(c2ccccc2)CC1(O)c1ccc(F)cc1 (centres undefined)	1.6%	2%	-22%	62%	29%

Compounds as they come; overall some 1.5% were active at least once.
